Compound activity deposited in PubChem by NCI.
NCI-60 one-dose screen, 48 h, at 10 µM unless noted. Numbers give growth in % (100 = growth as untreated, 0 = no growth, -100 = all killed).
M14 = M14 melanoma | AID 1794745 | 80,000 compounds, 6.2% hits
UACC-62 = UACC-62 melanoma. 81,000 compounds, 5.4% hits
HOP-62 = HOP-62 NSCLC. AID 1794735. 80,000 compounds, 3.9% hits
EKVX = EKVX NSCLC | 71,000 compounds, 3% hits
A549/ATCC = A549/ATCC NSCLC; 81,000 compounds, 3.7% hits; AID 1794740
UACC-257 = UACC-257 melanoma | 78,000 compounds, 4.4% hits | AID 1794764
HOP-92 = HOP-92 NSCLC cells. 71,000 compounds, 6.3% hits
MALME-3M = MALME-3M melanoma; 78,000 compounds, 5.8% hits
* = called active by the depositor; x = no result given; & = joins results of further samples. How the source made its calls: active means growth percent below 10; inactive means the rest. Hits appear at their usual frequency (roughly 10% active in at least one column).

item	mol	UACC-257	HOP-92	A549/ATCC	UACC-62	EKVX	MALME-3M	M14	HOP-62
1	COc1cc2oc(-c3cccc(C(=O)Nc4ccc(Cl)cc4)c3)cc(=O)c2c(OCCNC(=O)[C@@H](N)CCC(=O)O)c1OC	100	63	103	100	71	76	17	82
2	C=CCOC(=O)CCCCC	115	x	108	94	104	117	101	103
3	O=c1[nH]n(-c2nnc3n2N=C(c2ccccc2)CS3)c(=O)c2ccccc12	100	93	102	105	99	102	98	100
4	Oc1ccccc1-c1nc2ccccc2s1	110	77	51&103	84&98	57&77	89&107	106&107	90&100
5	O=C(c1cccc(N2CCOCC2)n1)c1c[nH]c2ccccc12	88	93	95	83	76	95	95	88
6	COc1cc(NC(=O)C(C)C)ccc1C(=O)NC(=S)Nc1ccc(S(N)(=O)=O)cc1	101	78	106	96	102	94	106	92
7	C/C=C/C1OCC(CC)C(CCC)O1 (stereo not drawn)	93	110	88	101	105	114	104	111
8	COc1cc(-c2nc3ccccc3o2)cc(CN2CCN(c3ccccc3)CC2)c1O	87	82	30	34	72	63	53	47
9	COc1cccc(NC2=NC(N)N=C(c3cc4ccccc4oc3=O)C=N2)c1 (stereo not drawn)	94	82	93	86	88	97	90	83
10	N#Cc1c(N)n(C2OC(CO)C(O)C2O)c2ncnc(N)c12 (stereo not drawn)	-38*	-21*	1.3*	-50*	-20*	-26*	-52*	-13*
11	O=C1N(Cc2ccccc2)C=C(S(=O)(=O)c2ccccc2)C2=NCCN12	107	82	103	105	100	93	99	94
12	O=c1nc2s/c(=C\c3cccc(Cl)c3)c(=O)n2c2nc(-c3ccccc3)c(-c3ccccc3)nc12	100	82	99	92	101	87	100	94
13	CCOc1ccc(Nc2nc(SC)ncc2SC)cc1	103	69	88	81	75	111	123	x
14	Cc1ccc(C)c2c1CCCC2=O	92	100	98	104	x	104	105	102
15	Cc1c(-c2ccccc2)nc(NCCO)c(C#N)c1C#N	99	74	91	77	61	107	91	99
16	N#Cc1c(Cl)nc(SCc2ccccc2)nc1-c1ccc(F)cc1	97	85	84	92	103	123	128	87
17	CN(C)c1ccc(/C=N\NC(=O)N/N=C/c2ccc(N(C)C)cc2)cc1	114	90	108	100	96	127	108	118
18	Cc1nc(-c2ccccc2)ccc1-c1nnc(SCC(=O)c2ccc(Cl)cc2)o1	105	103	97	92	83	95	103	103
19	CC(=O)/C=C(\C)NCCN/C(C)=C/C(C)=O	104	91	112	113	93	119	103	102
20	Cc1ccc2[nH]c(=O)cc(-n3ncc(C#N)c3N)c2c1	106	107	108	94	96	112	97	107
21	COC(=O)c1c2c(c(C)[n+]([O-])c1C)C(=O)C=C(NCc1ccc(Br)cc1)C2=O	-81*	-54*	-28*	-59*	-85*	-98*	-84*	-77*
22	Cc1cccc(C)c1Nc1nnc(-c2c[nH]c3ccccc23)o1	96	90	98	83	75	78	102	83
23	CCNC(=O)NCC	100	84	96	102	x	115	104	106
24	Brc1ccc(Nc2nc(Nc3cnc4ccccc4c3)c3[nH]cnc3n2)cc1	90	26	80	67	40	105	85	65

Single records, from the list above:
Entry for Cc1ccc2[nH]c(=O)cc(-n3ncc(C#N)c3N)c2c1 = UACC-257: 106; HOP-92: 107; A549/ATCC: 108; UACC-62: 94; EKVX: 96; MALME-3M: 112; M14: 97; HOP-62: 107
Entry for Brc1ccc(Nc2nc(Nc3cnc4ccccc4c3)c3[nH]cnc3n2)cc1 = UACC-257: 90; HOP-92: 26; A549/ATCC: 80; UACC-62: 67; EKVX: 40; MALME-3M: 105; M14: 85; HOP-62: 65
Entry for CCNC(=O)NCC = UACC-257: 100; HOP-92: 84; A549/ATCC: 96; UACC-62: 102; EKVX: x; MALME-3M: 115; M14: 104; HOP-62: 106

Continued:
item	mol	UACC-257	HOP-92	A549/ATCC	UACC-62	EKVX	MALME-3M	M14	HOP-62
25	CCC(C)NC(=S)SCC(NC(=O)CCC(N)C(=O)O)C(=O)NCC(=O)O (stereo not drawn)	105	122	108	111	99	101	94	140
26	CC(=O)[C@H]1CC[C@H]2[C@@H]3CC[C@@H]4C[C@H](OC(=O)CCC(=O)O)CC[C@]4(C)[C@H]3CC(=O)[C@]12C	90	x	104	102	100	100	101	98
27	COc1ccc(-c2nc3c(nc(C)c4ccc(C)nc43)o2)cc1	106	104	95	99	79	109	101	95
28	Clc1ccc(-c2cnnn2-c2nonc2-n2cccc2)cc1	100	79	x	92	105	97	x	101
29	CCOC(=O)C1=C(N)N(c2ccc(Cl)cc2)C2=C(C(=O)CC(C)(C)C2)C1c1ccc(N2CCOCC2)cc1 (stereo not drawn)	106	93	90	83	75	94	103	118
30	C=CCOC(=O)C(C(=O)Cc1ccccc1)c1ccccc1 (stereo not drawn)	111	88	101	99	99	127	109	101
31	Cc1ccc(OCCCCCCNCCO)c(C)c1	-8.9*	13	5.9*	-42*	x	-0.2*	-0.4*	10
32	O=C(OCOC(=O)c1cccc2ccccc12)c1cccc2ccccc12	101	97	104	89	100	85	99	92
33	CCCCCCNC(=O)c1cc(NCc2cc(O)ccc2O)ccc1O	56	24	71	56	67	67	x	71
34	COc1ccc(-c2nc3ccc(F)cc3s2)cc1	84	79	75	86	68	106	100	83
35	Cc1ccc2cccnc2c1NCCCCCNC(C)C	104	107	83	94	97	97	97	94
36	CC(=S)N/C=C/c1c(C(=O)O)cc([N+](=O)[O-])cc1[N+](=O)[O-]	106	87	102	102	100	x	88	97
37	COc1cc(CNC(=O)C[C@H](C)CCC=C(C)C)ccc1OCc1cn(-c2ccc(Cl)cc2Cl)nn1	92	-3.3*	59	66	81	79	102	11
38	COc1cc(C(=O)OC(C)CC(C)C)cc(OC)c1O (stereo not drawn)	82	84	88	96	113	96	100	98
39	CCOC(=O)c1ccc(Nc2ccnc(SCC(=O)c3ccc(C(F)(F)F)cc3)n2)cc1	98	82	98	85	79	80	95	81
40	NS(=O)(=O)c1cccc(NCCC(=O)c2ccccc2)c1	99	115	107	99	108	96	109	115
41	CCN1C(=O)N(c2ccccc2)C2NN=c3s/c(=C4\C(=O)N(C(C)C)c5ccccc54)c(=O)n3C21 (stereo not drawn)	76	96	21	38	56	65	11	36
42	CCc1cccc(CC)c1N1C(=O)COCC1=O	115	104	102	101	x	99	113	103
43	CN(Cc1cnc2nc(N)nc(N)c2n1)c1ccc(C(=O)NC(CCC(=O)O)C(=O)O)cc1Br (stereo not drawn)	59	60	26	31	68	98	31	33
44	COc1ccc(-c2nc3c(c(C)nc4c3nnn4-c3cc(OC)c(OC)c(OC)c3)c(=O)o2)cc1	111	100	105	97	109	106	101	x
45	Cn1ccnc1	101	112	111	112	112	117	103	116
46	COc1ccc(C(=O)Cn2cc(CN3CCN(c4cc5c(cc4F)c(=O)c(C(=O)O)cn5C4CC4)CC3)nn2)cc1OC	101	113	104	97	95	98	105	101
47	COc1cc(-c2nn(-c3ccc(NC(=O)CN(C)C)cc3)cc2-c2ccncc2)ccc1Cl	109	77	99	101	92	85	103	96
48	O=C(O)c1cn(C2CC2)c2cc(N3CCN(C(=O)CN4C(=O)S/C(=C/c5ccc(Cl)cc5)C4=O)CC3)c(F)cc2c1=O	82	118	95	96	106	103	109	107
49	COc1ccc(-c2nc3c(N)c(CO)c(C)nc3o2)cc1	101	116	92	98	96	97	106	90
50	CCOC(=O)c1ccc(C(=N)N)cc1	97	80	107	108	103	108	108	108
51	Cn1c([N+](=O)[O-])cnc1/C=C1\Oc2cc(O)ccc2C1=O	42	x	92	86	x	80	72	103
52	CSc1nc(N)nc(N)c1N	104	130	100	100	x	104	110	92
53	O=c1[nH][n+](-c2ccc(Cl)cc2)no1	65	95	62	6.0*	61	85	82	83
54	OCc1ccc(-c2ccccc2)cc1	95	x	85	101	101	109	117	102
55	O=C1CCCc2ccc([N+](=O)[O-])cc21	106	95	93	97	99	110	106	98
56	O=C(O)CSC1=NC(c2cccc([N+](=O)[O-])c2)c2sc3ccc(Cl)cc3c2N1 (stereo not drawn)	100	109	102	92	78	100	102	89
57	CN(C(=O)c1cc2c(cc1Br)OCO2)c1cccc2ccccc12	97	56	89	87	x	76	91	91
58	O=C(c1ccc(Cl)nc1)c1cccs1	108	x	51	102	94	124	103	104
59	COC(=O)C1Sc2ccc3nsnc3c2NC1=O (stereo not drawn)	112	107	101	95	104	91	105	88
60	CN(C)CCOc1ccccc1Cc1ccc(Br)cc1	94	x	101	98	86	89	96	102
61	CC/C(=C/c1cc(OC)ccc1O)c1ccc2cc(OC)ccc2[o+]1	66	71	58	21	76	53	x	70
62	N#Cc1c(Oc2ccc(Cl)cc2)[nH]n(C2=Nc3ccccc3Sc3ccccc32)c1=O	109	71	105	104	108	163	103	107
63	O=C(O)c1cccc2c(=O)c3ccccc3oc12	108	102	103	102	90	107	113	101
64	CCOC(=O)c1cc2c(n1C)-c1c(cc(S(=O)(=O)c3ccccc3)c(=O)n1C)CCC2	114	69	99	97	x	102	109	82
65	O=C1OCC/C1=C\c1ccccc1	97&91	100	105&98	100&101	114	103	99&109	99&107
66	C=CCOc1ccc(/C=C/C(=O)c2c(O)c(OC)c(OC)c(OC)c2OC)cc1	97	74	104	95	106	109	99	118
67	COc1cccc(NC(=O)Nc2ccc(Nc3ncnc4sc5c(c34)CCN(C(=O)CCl)C5)cc2)c1	93	97	91	95	109	116	101	89
68	CC(C)(C)Nc1c(-c2ccccc2O)nc2ncccn12	108	110	104	108	106	108	108	109
69	O=C(Nc1ccc(Cl)cc1)Oc1ccc(Cl)cc1Cl	89	84	91	95	125	x	104	95
70	O=c1[nH]nc(CSc2ccccn2)c2ccccc12	101	85	94	95	83	107	109	96
71	O=C1OC(=O)C2C3OC(C(Br)C3Br)C12 (stereo not drawn)	x	96	93	102	91	96	96	74
72	CCCCOC(=O)c1ccc(NC(=O)CCN2CCOCC2)cc1	93	72	94	107	87	93	95	85
73	CCOC(=O)c1ccc(NC(=O)CS(=O)(=O)c2ccccc2)cc1	108	101	106	96	102	102	107	103
74	COc1ccc2[nH]c(O)c(N=NC(=O)c3cc4ccccc4[nH]3)c2c1	110	121	105	108	96	129	110	103
75	CC(C)(C)CN=C(N)N	97	78	99	111	x	95	102	95
76	O/N=C(/C(=N\O)c1ccco1)c1ccco1	101	x	97	94	103	117	124	112
77	O=C(Cn1nc(-c2ccccc2)ccc1=O)N/N=C/c1ccc(N2CCCC2)cc1	104	x	103	92	104	111	113	103
78	N#CC1=C(c2ccc(Cl)cc2)Nc2c(c(-c3ccc(Cl)cc3)nn2-c2ccccc2)C12C(=O)Nc1ccccc12 (stereo not drawn)	67	27	38	67	52	91	60	84
79	CCCCCC1(C)NC(C)(C)CO1 (stereo not drawn)	98	x	100	114	x	81	110	99
80	COc1cc(-c2nn(-c3ccc(F)cc3)cc2C(=O)O)ccc1O	117	112	106	102	86	107	96	93

A different layout for some results above.
74) COc1ccc2[nH]c(O)c(N=NC(=O)c3cc4ccccc4[nH]3)c2c1
  UACC-257: 110	HOP-92: 121	A549/ATCC: 105	UACC-62: 108	EKVX: 96	MALME-3M: 129	M14: 110	HOP-62: 103

77) O=C(Cn1nc(-c2ccccc2)ccc1=O)N/N=C/c1ccc(N2CCCC2)cc1
  UACC-257: 104	HOP-92: x	A549/ATCC: 103	UACC-62: 92	EKVX: 104	MALME-3M: 111	M14: 113	HOP-62: 103

The list goes on.
item	mol	UACC-257	HOP-92	A549/ATCC	UACC-62	EKVX	MALME-3M	M14	HOP-62
81	COc1ccc(-c2nnc(COc3ccc(NC(=O)Nc4cccc(C(F)(F)F)c4)cc3F)o2)cc1	72	25	58	17	x	61	61	67
82	O=c1c2ccccc2nc(N/N=C/c2ccc(Oc3ccc(Br)cc3)cc2)n1-c1ccc(Cl)cc1	121	99	106	96	95	109	x	94
83	CN1C2CC(c3ccccc3)=NN(C(N)=O)C2C2CC(c3ccccc3)=NN(C(N)=O)C21 (stereo not drawn)	137	61	116	92	86	78	99	85
84	O=c1[nH]c2ccc(Cl)cc2c(O)c1C(c1ccc(Cl)cc1)c1c(O)c2cc(Cl)ccc2[nH]c1=O	92	84	87	73	73	94	91	82
85	Oc1ccc(Cc2ccc(O)c(C3CC(c4ccc(Cl)cc4)=NN3)c2)cc1C1CC(c2ccc(Cl)cc2)=NN1 (stereo not drawn)	24	x	15	36	-6.4*	30	25	32
86	O=C(O)c1ccc(N2C(=O)c3ccccc3C2=O)cc1	104	x	97	119	98	117	84	110
87	CC1CC2CCCCC2CC1=O (stereo not drawn)	101	89	97	98	x	100	108	108
88	CCC1(C)COC(c2ccc(OC)cc2)OC1 (stereo not drawn)	103	114	99	98	95	105	100	100
89	O=C(/C=C/c1cn(Cc2ccccc2)c2ccccc12)c1cc2ccccc2oc1=O	100	67	95	56	77	82	89	90
90	O=[N+]([O-])c1cc(F)ccc1Nc1cccc(F)c1	108	100	92	x	108	108	107	122
91	CCOC(=O)CCCN1C/C(=C\c2ccc(OC)cc2)C(=O)c2ccccc21	101	80	92	79	115	119	98	81
92	Cc1nn(-c2ccc(Cl)cc2)c(=O)n1CCn1nnc(-c2ccn(-c3ccc(Cl)cc3)n2)n1	65	77	71	64	59	101	73	93
93	COc1ccc2[nH]c(=O)cc(-n3nc(C#N)c(C#N)c3N)c2c1	88	65	94	86	95	99	99	86
94	O=C(Nc1ncc(Cc2ccc(Cl)cc2)s1)C1=NCCCN1	100	97	104	106	105	99	93	102
95	CC(=O)OCC(=O)[C@@]1(O)CC[C@H]2[C@@H]3CCC4=CC(=O)CC[C@]4(C)[C@@]3(Cl)[C@@H](O)C[C@@]21C	98	x	73	100	102	108	99	100
96	O=c1c(-c2ccccc2)cocc1-c1ccccc1	112	113	104	112	104	122	117	109
97	CC(=O)c1ccc[n+](C)c1	104	x	103	96	105	99	95	97
